From PubChem
sdo1 growth: restores growth of sdo1-depleted yeast; z-score at 10 µM; 0.21% of 140,000 active; S. cerevisiae sdo1-depleted JHY4D growth rescue, OD600 30 h; hits give high values; pdr5 snq2 efflux-pump mutant strain;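 active = z-score above 3 at both the 24 hr and the 30 hr optical density reads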;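 note: z-score against mean and SD of all compound wells on the same plate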
INS promoter inh: TRM-6 insulin promoter activity inhibition. TRM-6 cells (human fetal islet line), insulin promoter-eGFP reporter, imaging; reporter expression induced with tamoxifen. inhibition, % at 2 µM. 0.9% of 130,000 active. AID 1273;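 active = inhibition above the mean plus 3 SD, with well images judged a real hit on visual review, cut at about 60% in these data, passing the limit was not always enough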
sdo1 growth Rescue 24 h: further read-out of sdo1 growth, marked with its call; z-score; S. cerevisiae sdo1-depleted JHY4D growth rescue, OD600; measured here: growth rescue at 24 h;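 0 is the plate mean of compound wells and units are plate SD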
Active calls of the source: *; x = no result given; & = joins results of further samples; [ ] = remark or other dose.

SMILES	sdo1 growth	sdo1 growth Rescue 24 h	INS promoter inh
CCCS(=O)(=O)c1nc(S(=O)(=O)c2ccc(C)cc2)c(N2CCCC2)s1	-1.1	-0.14	0
CC1CCCCN1C(=O)CSc1nc(C2CC2)nc2c1cnn2-c1ccccc1 (configuration not stated)	0.05	0.18	x
CC(=O)Nc1ccc(S(=O)(=O)N(C)CC(=O)OCC(=O)Nc2cccnc2Cl)cc1	-0.34	-0.88	-23
CN(C)CCNC(=O)C(=O)NCC1OCCCN1S(=O)(=O)c1cccs1 (configuration not stated)	1.2	0.86	-19
Cc1ccc(NC(=O)N2CCc3ccccc32)cc1	1.1	-0.17	34
CCC(=O)Nc1ccc(NC(=O)c2ccccc2Cl)nc1	0.75	1	-112
CCOC(=O)C(C)n1cnc2c(nnn2-c2ccc(OC)cc2)c1=O (configuration not stated)	1.1	1.7	-56
NC(=O)c1c(-c2cccs2)csc1N	0.55	0.19	-22
COc1cccc2c1C(=O)CC2NC(=O)C(F)(F)F (configuration not stated)	0.73	0.29	30
CCOC(=O)c1c(C)oc(/N=C/c2ccccc2O)c1C#N	0.31	-0.12	x
CCCCn1cnc2c([nH]c3ccccc32)c1=O	0.56	0.13	82*
O=c1[nH]c(=O)n(Cc2ccccc2)c2nc(-c3ccco3)cc(C(F)(F)F)c12	-0.93	-0.83	x
Cc1ccc(NC2=NCC(=O)N2c2ccc3c(c2)OCCO3)c(C)c1	-0.11	-0.41	62
NS(=O)(=O)c1cccc2cccnc12	-0.38	-0.91	-55
COc1cccc(COC(=O)c2nn(-c3ccccc3)nc2N)c1	x	x	47
Cc1nc(-c2cccc(S(=O)(=O)N3CC(C)CC(C)C3)c2)cs1 (configuration not stated)	-1.3&-1.3	-1.1&-0.98	-20
Cc1cc(C)nc(NS(=O)(=O)c2ccccc2)n1	-0.2	-0.42	x
COC(=O)c1cc(OC)c(OC)cc1NCC(=O)Nc1ccc(OC)c(OC)c1	0.04	-0.07	4
COc1ccc(/C=C2/C(=O)N=C(N)N2C)cc1OC	1.1	1.1	-252
O=C(O/N=C(\c1ccccc1)c1ccccn1)c1ccc(Cl)c(Cl)c1	-1.8	-0.06	x
CCc1ccc(-c2nc(C(N)=O)c3[nH]c(=O)n(-c4ccccc4OC)c3n2)cc1	0.51	0.7	x
CC(OC(=O)c1cc[n+]([O-])cc1)C(=O)Nc1ccc(Cl)cn1 (configuration not stated)	0.48	0.06	16
Cc1ccc2c(CN3C(=O)NC4(CCCCC4)C3=O)cc(=O)oc2c1C	-1	-0.43	x
CN(C(=O)COC(=O)CNC(=O)c1ccccc1Cl)c1ccccc1	x	x	-21
CCC(C)(C)NC(=O)/C=C/c1cnc2ccccc2n1	-1.3	-1.6	11

Compound profiles, from the list above.
CCOC(=O)c1c(C)oc(/N=C/c2ccccc2O)c1C#N in the list: sdo1 growth = 0.31; sdo1 growth Rescue 24 h = -0.12; INS promoter inh = x
COc1cccc(COC(=O)c2nn(-c3ccccc3)nc2N)c1 in the list: sdo1 growth = x; sdo1 growth Rescue 24 h = x; INS promoter inh = 47

(list continues)
SMILES	sdo1 growth	sdo1 growth Rescue 24 h	INS promoter inh
Cc1ccccc1OCC(=O)N/N=C/c1c(C)nn(-c2ccccc2)c1Cl	-1.4	-0.6	20
O=c1[nH]c(SCc2ccccc2)nc2c1sc1ccccc12	x	x	8
CC(=C/c1ccccc1)/C=N/Nc1nc(N2CCCCC2)nc(N2CCCCC2)n1	-0.27	0.07	15
CC(=O)Nc1ccc(/C(C)=N\NC(=O)c2ccc(-c3ccccc3)cc2)cc1	x	x	-83
Cc1nn(-c2nc3ccccc3[nH]2)c(N)c1-c1ccc(Cl)cc1	-1.8	-1.3	49
Cc1cc(C(F)F)n2nc(C(=O)Nc3ccccc3F)nc2n1	1.1	1.2	17
Cc1ccc2[nH]cc(C(=O)CN3CCC4(CC3)OCCO4)c2c1	0.71	0.43	x
COc1cc(C(=O)Nc2c(C)cc(C)cc2C)c([N+](=O)[O-])cc1OC	-0.19	-0.47	7
COc1cc(-c2cc3nc(C)c(C)c(=O)n3[nH]2)cc(OC)c1OC	1.3	0.78	x
Cc1ccc(Nc2nc3nonc3[nH]c2=O)cc1C	1.3	1.2	x
CCc1nc(C)c(C#N)c2cc(OC)c(OC)cc12	0.75	1.1	40
CCCCCCOc1ccc(N2C(=O)CC(S/C(N)=N/N=C(\C)c3cccs3)C2=O)cc1 (configuration not stated)	-0.56	0.85	x
CCOC(=O)CSc1nnc(-c2cccc(Cl)c2)n1CC	-0.19	-0.92	x
COc1ccc(/C=N/NC(=S)Nc2ccccc2)cc1COc1ccccc1F	0.23	0.37	39
CS(=O)(=O)c1ccc2nnn(OCC(=O)Nc3ccc(Br)cc3Br)c2c1	x	x	24
COc1ccc(/C=N/NC(=O)c2ccccc2F)cc1CN1CCN(c2ccc(F)cc2)CC1	0.03	-0.64	10
CCOC(=O)C(NC(=O)CC)(Nc1ccccc1OC)C(F)(F)F (configuration not stated)	0.16	0.15	6
Cc1ccc(-c2nnc(C)c(N3CCCC3)n2)cc1	x	x	17
Cc1ccc(-n2c(-c3ccc(Br)cc3)c[n+]3c2CCc2ccc4cccnc4c2-3)cc1	-1.8	-0.4	-16
CCc1nnc(NC(=O)CCC(=O)N2CCN(CCc3ccccc3)CC2)s1	-0.26	-0.24	x
N#CCCNC(=O)CCN1CCOCC1	0.33	0.26	-10
Cc1ccc(NC2=CC(=O)CC(c3ccco3)C2)c(N)c1 (configuration not stated)	-0.01	-0.06	-14
O=C(CSc1nc(-c2ccco2)cc(C(F)(F)F)n1)NCCN1CCOCC1	x	x	13
COC(=O)c1ccc(CSc2nnc(N)s2)cc1	0.43	0.3	-4
Cc1cccc(NC(=S)N(CCN2CCOCC2)Cc2ccccc2F)c1	x	x	33
SMILES	sdo1 growth	sdo1 growth Rescue 24 h	INS promoter inh
COCc1[nH]nc2c1C(c1ccc(F)cc1F)C(C#N)=C(N)O2 (configuration not stated)	0.66	1.2	x
CCOC(=O)c1c(/N=C/N(C)C)sc(/C=N/Nc2ccccc2)c1-c1ccc(Cl)cc1	0.09	0.31	-12
CCOC(=O)CSc1nc(-c2ccccc2)cc(C(F)(F)F)n1	-0.23	-0.84	40
CCCC(=O)Nc1nc2n(n1)C(c1ccccc1)CC(=O)N2 (configuration not stated)	-0.34	-0.41	40
Cn1c(N)c(C(=O)COC(=O)c2cc(C(F)(F)F)nc3ccccc23)c(=O)n(Cc2ccccc2)c1=O	-0.68	-0.43	9
O=C(CN1CCOCC1)Nc1ccc(Oc2ccccc2)cc1	0.98	0.48	49
Cc1nc([N+](=O)[O-])c(C(=O)OCc2ccc(C#N)cc2)n1C	x	x	17
COc1cccc(N/C(N)=N/c2nc(CSc3ccccn3)cc(=O)[nH]2)c1	x	x	-464
Cc1ccc(S(=O)(=O)Nc2nc(C)cc(-n3nc(C)cc3C)n2)cc1	1.1	1.6	-21
COc1ccc(-c2nnn(CC(=O)N3CCN(c4ccccc4OC)CC3)n2)cc1	-0.19	-0.97	2
O=C(NCc1ccccc1)c1ccc(N2C(=O)C3CCCCC3C2=O)cc1 (configuration not stated)	1.2	1	5
O=C1C2C3C=CC(C3)C2C(=O)N1/N=C/c1cn(Cc2ccccc2)c2ccccc12 (configuration not stated)	-1.1[7.7 µM]	-0.36	0
Cc1ccc(NC(=O)CSc2nnc(-c3ccncc3)o2)cc1	0.04	-0.6	26
COc1cccc2c(=O)c(SC(F)(F)C(F)C(F)(F)F)c(C)[nH]c12 (configuration not stated)	0.71	0.92	x
O=C1N/C(=C\c2ccc(N3CCOCC3)c(F)c2)C(=O)N1Cc1ccccc1	-0.49	0.35	x
Cc1cccc(C)c1NC(=O)C(c1ccccc1)N1CCC1=O (configuration not stated)	-0.23	-0.96	x
COc1ccc(COC(=O)NC2CCN(S(=O)(=O)c3ccc(OC)cc3)CC2)cc1	0.64	0.66	36
Cc1cc(OCC(=O)Nc2ccc(S(=O)(=O)N3CCN(C)CC3)cc2)ccc1Cl	0.09	0.12	-323
CC(C)C1N=C2c3ccccc3N=C(SCC(=O)NCCc3ccc(S(N)(=O)=O)cc3)N2C1=O (configuration not stated)	0.21	0.32	x
O=C(c1cc2ccccn2n1)N1CCN(Cc2ccccc2)CC1	0.93	0.45	x
CC(=O)Nc1nnc(SCC(=O)NC(C)(C)C)s1	0.52	0.2	x
COC(=O)c1nc(N)sc1-c1ccc(Cl)cc1	x	x	-18
Oc1ccc(/C=N/N(Cc2ccccc2)c2ccccc2)c(O)c1O	x	x	-8
O=C(NC12CC3CC(CC(C3)C1)C2)c1ccccc1O	-2.4	-2	-38
O=c1nc(N2CCCCC2)nc(Nc2ccccc2)[nH]1	0.25	0.12	-37
SMILES	sdo1 growth	sdo1 growth Rescue 24 h	INS promoter inh
CC(NC(=O)c1ccc(F)cc1)C(=O)NC1=NCCS1 (configuration not stated)	x	x	-59
CC(C)C(NC(=O)C12CC3CC(CC(C3)C1)C2)C(=O)O (configuration not stated)	-0.42	-1	9
O=C(NCCN1CCOCC1)c1ccc2ccccc2c1	0.47	0.32	-14
COc1ccc(NC(C)C(=O)N/N=C/c2ccccc2OCc2ccc(Br)cc2)cc1 (configuration not stated)	-1.1	-0.76	11
CC(C(=O)O)c1cccc(C(=O)c2ccccc2)c1 (configuration not stated)	0.94	0.57	16
O=C(CN1C(=O)c2cccnc2C1=O)c1ccccc1	-0.7	-0.9	0
O=c1cnnc(Nc2ccc(F)cc2)[nH]1	x	x	-11
COc1ccc(CCNC(=O)CSc2nnnn2-c2ccc(OC)c(OC)c2)cc1OC	x	x	-20
COc1cccc(NC(=O)c2cc(-c3cccnc3)nc3c(Cl)cccc23)c1	-1.2	-0.29	x
CCOc1ccc(CCN2C(=O)C3C4C=CC(C4)C3C2=O)cc1OCC (configuration not stated)	0.85	3.2	x
CC(C)C(=O)Nc1cccc(NC(=O)c2cccc([N+](=O)[O-])c2)c1	1	0.87	28
CN(CC(O)COC(c1ccccc1)c1ccccc1)C1CCCCC1 (configuration not stated)	x	x	-94
CN(C(=O)COc1cc(=O)n(C)c2ccccc12)c1ccc(Br)cc1	-1.2	-0.92	x
CC(C)COC(=O)Cn1cnc2ccc(Br)cc2c1=O	-1.7	0.41	x
COc1ccc(C2CC(=O)C3=C(C2)Nc2ccccc2N(C(C)=O)C3c2ccco2)cc1 (configuration not stated)	0.38	0.44	x
COc1ccc(NC(=O)CSc2nc3ccccc3c(=O)n2CCCN2CCCCC2)c(OC)c1	0.36	0.46	0
CCCC(=O)Nc1ccc2c(c1)C(=O)N(CCC(=O)O)C2=O	1.5	1.8	-93
CC1CCCCC1NC(=O)c1cn(C)c2ccc(S(=O)(=O)N3CCCC3)cc2c1=O (configuration not stated)	0.54	0.22	x
COc1ccc(S(=O)(=O)NCCN2CCOCC2)c2ccccc12	0.03	0.09	-38
COc1ccc(S(=O)(=O)N2CCCCCC2)cc1	-0.18	-0.21	-10
O=C(CC(c1ccco1)S(=O)(=O)c1ccccc1)c1ccccc1 (configuration not stated)	x	x	-17
CCn1c(SCC(=O)N/N=C/c2ccc(OC)c(OC)c2)nc2ccccc21	-0.39	-0.65	4
Nc1nnc(SCCN2C(=O)c3ccccc3C2=O)s1	-0.17	-0.61	-11
Cc1cc(SCC(=O)NN=C2CCN(C(C)C)CC2)c(C)cc1Br	-0.51	-0.38	33
COc1cc(SC)ccc1C(=O)Nc1ccccc1C#N	-0.9	0.51	-323
SMILES	sdo1 growth	sdo1 growth Rescue 24 h	INS promoter inh
CC1CCc2[nH]nc(C(=O)O)c2C1 (configuration not stated)	1.4	1.3	12
Cn1c(=O)n(Cc2ccc(F)cc2)c(=O)c2c1nc1n2CCN1Cc1ccco1	x	x	28
COc1ccc(NC(=O)/C(Cl)=C(/Cl)S(=O)Cc2ccc(Cl)cc2)cn1 (configuration not stated)	x	x	-388
Oc1cccc(-c2nc3c4c(ncn3n2)-c2ccccc2CC42CCCC2)c1	-0.04	0.85	x
CC(=O)Cn1c(CN2CCCC2)nc2ccccc2c1=O	x	x	21
Cc1cccc(NC(=O)CSc2nccn2C)c1	x	x	27

Of the compounds above, 13 contain a Cl atom:
SMILES	sdo1 growth	sdo1 growth Rescue 24 h	INS promoter inh
CC(=O)Nc1ccc(S(=O)(=O)N(C)CC(=O)OCC(=O)Nc2cccnc2Cl)cc1	-0.34	-0.88	-23
CCC(=O)Nc1ccc(NC(=O)c2ccccc2Cl)nc1	0.75	1	-112
O=C(O/N=C(\c1ccccc1)c1ccccn1)c1ccc(Cl)c(Cl)c1	-1.8	-0.06	x
CC(OC(=O)c1cc[n+]([O-])cc1)C(=O)Nc1ccc(Cl)cn1 (configuration not stated)	0.48	0.06	16
CN(C(=O)COC(=O)CNC(=O)c1ccccc1Cl)c1ccccc1	x	x	-21
Cc1ccccc1OCC(=O)N/N=C/c1c(C)nn(-c2ccccc2)c1Cl	-1.4	-0.6	20
Cc1nn(-c2nc3ccccc3[nH]2)c(N)c1-c1ccc(Cl)cc1	-1.8	-1.3	49
CCOC(=O)CSc1nnc(-c2cccc(Cl)c2)n1CC	-0.19	-0.92	x
CCOC(=O)c1c(/N=C/N(C)C)sc(/C=N/Nc2ccccc2)c1-c1ccc(Cl)cc1	0.09	0.31	-12
Cc1cc(OCC(=O)Nc2ccc(S(=O)(=O)N3CCN(C)CC3)cc2)ccc1Cl	0.09	0.12	-323
COC(=O)c1nc(N)sc1-c1ccc(Cl)cc1	x	x	-18
COc1cccc(NC(=O)c2cc(-c3cccnc3)nc3c(Cl)cccc23)c1	-1.2	-0.29	x
COc1ccc(NC(=O)/C(Cl)=C(/Cl)S(=O)Cc2ccc(Cl)cc2)cn1 (configuration not stated)	x	x	-388
